AmpC inh detg = blocks E. coli AmpC beta-lactamase in detergent assay. AmpC hydrolysis of nitrocefin, absorbance 480 nm, 0.01% Triton. P00811. 0.041% of 370,000 active. Potency, µM (titrated, usually from 114 µM), inactives show top-dose activity change, negative = inhibition, hits mostly inhibitors. AID 485294;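 further: potency means the concentration at half of the fitted maximal effect; 0% = no-compound wells and -100% = no-enzyme wells; nearly all actives have a fitted effect of over 25% in size; some results filed as inactive show a strong effect at the top dose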
Target sequence (P00811 whole entry, looked up): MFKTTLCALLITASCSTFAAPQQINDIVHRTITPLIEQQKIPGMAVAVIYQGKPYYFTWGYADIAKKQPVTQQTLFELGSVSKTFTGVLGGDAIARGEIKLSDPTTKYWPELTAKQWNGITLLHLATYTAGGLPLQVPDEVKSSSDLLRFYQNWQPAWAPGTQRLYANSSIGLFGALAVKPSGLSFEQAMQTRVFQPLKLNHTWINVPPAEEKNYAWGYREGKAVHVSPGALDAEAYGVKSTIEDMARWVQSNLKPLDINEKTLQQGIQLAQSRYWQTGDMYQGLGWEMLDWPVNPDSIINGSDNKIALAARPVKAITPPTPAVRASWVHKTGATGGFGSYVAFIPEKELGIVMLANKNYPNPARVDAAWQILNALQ
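AmpC (5.3 nM in the dispensed reagent) in 20 mM phosphate pH 7.0 with 0.01% (detergent screen) or 0.0001% Triton X-100 was preincubated with compounds for 15 min at room temperature. Nitrocefin was then added from an 800 uM solution, and hydrolysis was followed at 480 nm.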
Tb PYK inh = blocks Trypanosoma brucei pyruvate kinase. Q57TT1. TbPYK enzyme, Kinase-Glo Plus ATP luminescence, 45 min. Potency, µM (doses to about 76.8 µM), without a hit: top-dose activity, negative = inhibition, hits mostly inhibitors. 0.12% of 410,000 active. AID 624173; further: potency means the concentration at half of the fitted maximal effect; nearly all actives have a fitted effect of over 50% in size
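In this concentration-response screen, enzyme-free wells defined baseline while DMSO plates tracked drift. Each reaction combined TbPYK, substrate, compound and 130 uM ADP for 45 min at room temperature. Kinase-Glo Plus luminescence gave the signal.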
HCMV antiviral = blocks human cytomegalovirus replication; HFF cells, HCMV-luciferase reporter, 72 h; hits give low values; activity change, negative = inhibition, % at 57.5 µM; 4.5% of 410,000 active; in the data active means activity change below about -60%; inconclusive means no clear call, values can overlap the other calls; inactive means above about -39%
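Steps: HFFs plated, 16 h 37C; compounds added; HCMV-luciferase added to MOI 1 PFU/cell; 72 h 37C; OneGlo reagent, 5 min room temperature; luminescence read, normalized to controls.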
AMA1-RON2 inh = inhibitors of Plasmodium falciparum AMA1-RON2 interaction | 0.2% of 360,000 active | Potency, µM (titrated, usually from 58.2 µM), without a hit: top-dose activity change, negative = inhibition, most hits filed as inhibitors | AlphaScreen AMA1-biotinylated RON2 peptide binding | AID 720542;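 further: potency means the concentration at half of the fitted maximal effect; 0% = vehicle wells and -100% = peptide control; nearly all actives have a fitted effect of over 45% in size; some results filed as inactive show a strong effect at the top dose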
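AMA1 (3D7) with his tag at 25 nM final met compounds first, then biotinylated RON2 peptide at 25 nM; detection used donor plus acceptor beads, 10 µg/mL apiece, read by AlphaScreen after 30 min at room temperature.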
HCV inh = blocks hepatitis C virus | Huh7.5.1 HCVcc-Cre infection, luciferase reporter, 44 h | Potency, µM (titrated, usually from 41.8 µM), for the others: at the top dose activity change, negative = inhibition, most hits filed as inhibitors | 3.4% of 340,000 active | AID 651820; further: potency means the concentration at half of the fitted maximal effect
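Cells seeded at 1,000/well and cultured 4 h, then compounds added followed by HCVcc-Cre virus (~0.5 moi). After 44 h further culture, luciferase substrate was added, plates held 15 min at room temperature, and luminescence read for 15 sec.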
AmpC inh no detg = blocks E. coli AmpC beta-lactamase in detergent-free assay; AmpC nitrocefin hydrolysis, absorbance 480 nm, 0.0001% Triton; Potency, µM (titrated, usually from 57.1 µM), without a hit: at the top dose activity change, negative = inhibition, most hits filed as inhibitors; 0.52% of 330,000 active; AID 485341;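 further: potency means the concentration at half of the fitted maximal effect; plate controls were no compound for no effect and no enzyme for full effect; nearly all actives have a fitted effect of over 20% in size; some results filed as inactive show a strong effect at the top dose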
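20 mM phosphate pH 7.0 + 0.01% (detergent screen) or 0.0001% Triton X-100; 5.3 nM AmpC reagent; cpd preinc 15 min RT; nitrocefin (800 uM stock) to start; A480 q20 s × 4 min; Activity was normalised to no-enzyme and no-compound control wells.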
LmPK inh = LmPK (Leishmania mexicana) enzyme inhibition; Potency, µM (doses to about 57.5 µM), without a hit: at the top dose activity change, negative = inhibition, hits mostly inhibitors; Q27686; purified LmPK, Kinase-Glo ATP luminescence, 1 h; 0.37% of 290,000 active; further: potency means the concentration at half of the fitted maximal effect
Target sequence (Q27686 whole entry, looked up): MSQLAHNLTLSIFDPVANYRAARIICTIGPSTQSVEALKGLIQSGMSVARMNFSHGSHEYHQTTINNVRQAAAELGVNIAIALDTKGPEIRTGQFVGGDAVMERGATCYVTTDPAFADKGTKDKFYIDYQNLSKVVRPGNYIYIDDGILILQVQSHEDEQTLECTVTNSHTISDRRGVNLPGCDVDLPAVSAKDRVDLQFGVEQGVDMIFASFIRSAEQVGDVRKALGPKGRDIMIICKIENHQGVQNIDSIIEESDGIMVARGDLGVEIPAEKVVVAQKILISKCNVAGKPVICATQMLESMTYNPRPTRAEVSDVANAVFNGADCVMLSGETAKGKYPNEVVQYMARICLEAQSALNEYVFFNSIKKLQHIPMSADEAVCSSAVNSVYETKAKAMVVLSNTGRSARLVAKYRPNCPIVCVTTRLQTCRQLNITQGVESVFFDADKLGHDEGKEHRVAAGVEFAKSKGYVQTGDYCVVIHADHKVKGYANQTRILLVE
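Purified LmPK (0.1 nM) converted ADP (0.1 mM) to ATP with PEP (0.5 mM) in imidazole buffer pH 7.2 with KCl and MgCl2, 1 h at room temperature. ATP was read by Kinase-Glo luminescence; data normalized to uninhibited and no-enzyme controls.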
The depositor's hits bear a star; ? = inconclusive; · = no result given; ! = repeats disagree; [ ] = dose if it differs, or a comment. Unless noted, the call rests on the fitted dose curve; in most records, active means well fitted curve in the direction sought with a large enough effect; inconclusive means small, poorly fitted or top-dose-only effect, or another doubt; inactive means no such curve, though single readings can be large; an effect the other way counts as inactive or inconclusive. Unless noted, on the % scale 0 is the no-effect control and ±100 the full control effect.

smiles,AmpC inh detg,Tb PYK inh,HCMV antiviral,AMA1-RON2 inh,HCV inh,AmpC inh no detg,LmPK inh
COC(=O)c1c(NC(=O)CC2SC(N)=NC2=O)sc2c1CCC(C(C)(C)C)C2 (configuration not stated),1%,-10%,-18,-18%,-10%,122%[activator],-2%
C=CCn1c(SC/C=C/c2ccccc2)nnc1-c1sc(N)nc1C,-1%,-5%,20,1%,?,5%,-2%
CCN(CC)C(=O)c1sc2nc(-c3ccncc3)[nH]c(=O)c2c1C,0%,0%,3,-2%,28%,-14%,-8%
CCC(C(=O)NCCCc1ccccc1)n1nc(C)c2c(C)n(-c3ccccc3)nc2c1=O (configuration not stated),-7%,1%,-67*,2%,?,8%,-10%
Cc1ccc(OCc2cc(C(=O)N3CCCCCCC3)no2)cc1C,0%,3%,81,-1%,1%,27%,-9%
CSCCC(NS(=O)(=O)c1ccc(C)cc1)C(=O)N1CCN(C(C)=O)CC1 (configuration not stated),?,1%,?,0%,11%,-13%,·
CC(=O)Oc1cccc(C(=O)Nc2cccc(C(=O)Nc3ccccc3C(=O)O)c2)c1,0%,-2%,10,-2%,28%,-32%,0%
Cc1ccc(S(=O)(=O)/N=C(\N)Nc2nc(C)c3cc(C)ccc3n2)cc1,-1%,1%,14,1%,?,15%,-3%
CCOc1cc(/C=C2/N=C(c3ccc(C(C)(C)C)cc3)OC2=O)cc(Cl)c1OS(C)(=O)=O,?,-7%,?,-1%,?,-12%,2%
COc1ccc(C(=O)CSc2nc(C)cc(C)n2)cc1[N+](=O)[O-],-14%,3%,?,-10%,-20%,-14%,0%
Cc1cc(N2CCCCC2)nc2ccc(NC(=O)CCC(=O)NCCC(C)C)cc12,1%,-2%,74,-4%,?,50%,1%
CC1=C(C(=O)Nc2ccccc2C(F)(F)F)C(c2ccc(C)s2)NC(=S)N1 (configuration not stated),0%,-13%,-33,-14%,-30%,-28%,4%
O=C(O)c1ccc2c(c1)C(=O)N(NC(=O)c1ccccc1)C2=O,-12%,-2%,19,1%,19%,-12%,0%
O=C(Nc1ccc(S(=O)(=O)Nc2ncccn2)cc1)c1cncc(Br)c1,-11%,-2%,-25,59%[activator],-9%,-1%,3%
Cc1cc(-c2nc3cc(F)ccc3s2)ccc1N,·,-10%,69,23%,?,·,·
C[C@@H]1O[C@@H](O[C@H]2C[C@@H](O)[C@]3(CO)[C@H]4[C@H](O)C[C@]5(C)[C@@H](C6COC(=O)C6)CC[C@]5(O)[C@@H]4CC[C@]3(O)C2)[C@H](O)[C@H](O)[C@H]1O (some centres not stated),-8%,5%,-97*,0%,1µM*!,2%,10%
COc1ccc2oc(=O)c(-c3cn4ccc(C)cc4n3)cc2c1,1%,-2%,?,-2%,13%,-21%,3%
Cc1onc(-c2ccccc2Cl)c1C(=O)Oc1ccc(Br)cc1,-5%,2%,-8,·,·,·,·
COc1ccc(C2CCc3cc4c(cc3C2=NO)OCO4)cc1OC (configuration not stated),·,-7%,-15,13%,·,·,·
Cn1c(=O)n(Cc2ccccc2)c(=O)c2c1nc1n2CCCN1CCc1ccccc1,-15%,-2%,-13,-27%,?,80%[activator],0%
CCc1nc2c(OCC(=O)c3ccc(F)cc3)cccn2c1N(C)C(=O)c1cccs1,·,-9%,-18,-2%,·,·,·
Cc1ccc(-n2c(C)cc(/C=N/NC(=O)c3ccncc3)c2C)c(C)c1,-6%,8%,-34,1%,?,104%[activator],3%
O=C(CSc1ncnc2sccc12)Nc1ccccc1,-12%,-13%,?,10%,11%,-25%,0%
CCOC(=O)c1c(NC(=O)C2C3CCC(O3)C2C(=O)O)sc(C)c1-c1ccc(C)cc1 (configuration not stated),-9%,-13%,35,-4%,-17%,-43%,3%
COc1ccc(N2CCN(c3c(S(=O)(=O)c4ccccc4)cnc4ccc(OC)cc34)CC2)cc1,-8%,-4%,?,-14%[11.6 µM],11µM*,12%,2%
O=C(/C=C/c1cccc(Cl)c1)NNC(=O)c1ccncc1,-4%,-3%,0,128%[activator],7%,-13%,·
CC1(C)CC=C(NNC(=O)c2cccnc2)C(=O)C1,3%,3%,2,88%[activator],19%,-28%,1%
COc1ccc(NC(=S)NC(=O)C2CCC2)cc1,3%,3%,46,7%,5%,-28%,-5%
CC(NC(=O)C1CCC(C(=O)NC(C)c2ccccc2)CC1)c1ccccc1 (configuration not stated),?,-4%,-13,6%,8%,3%,-11%
CN1CCN(NC(=O)c2cn(-c3ccccc3)nc2-c2ccc(OC(F)F)cc2)CC1,5%,-9%,-38,14%,-6%,62%[activator],-4%

The closing three entries of the section above are carried over, then new ones follow:
smiles,AmpC inh detg,Tb PYK inh,HCMV antiviral,AMA1-RON2 inh,HCV inh,AmpC inh no detg,LmPK inh
COc1ccc(NC(=S)NC(=O)C2CCC2)cc1,3%,3%,46,7%,5%,-28%,-5%
CC(NC(=O)C1CCC(C(=O)NC(C)c2ccccc2)CC1)c1ccccc1 (configuration not stated),?,-4%,-13,6%,8%,3%,-11%
CN1CCN(NC(=O)c2cn(-c3ccccc3)nc2-c2ccc(OC(F)F)cc2)CC1,5%,-9%,-38,14%,-6%,62%[activator],-4%
COc1ccc(-c2cc([C@H]3[C@H]4C=CC[C@@H](C)[C@@H]4C(=O)N3Cc3ccccc3)ccc2F)cc1OC,-3%,3%,25,-20%,-24%,86%[activator],-6%
O=C(COc1ccccc1)N(CCc1ccccc1)c1nc(-c2ccc(F)cc2)cs1,-2%,2%,36,14%,19%,-28%,7%
Cc1nc(SCC(=O)Nc2cc(C(N)=O)cc(C(N)=O)c2)c2c(C)c(C)sc2n1,-3%,-1%,0,-3%,2%,-7%,1%
CS(=O)(=O)N(CC(=O)Nc1ccc(F)cc1F)C1CCCCC1,?,-4%,-6,11%,11%,1%,4%
Cc1ccc2c(=O)c(C(=O)c3ccc(F)cc3)cn(CC(=O)NCCc3ccccc3)c2n1,21%,3%,16,·,·,·,·
COc1cc(S(=O)(=O)N2CCOCC2)ccc1NC(=O)COC(=O)COc1ccccc1,-12%,-4%,-28,11%,7%,14%,-5%
COc1cccc(N2CC(NC(=O)COc3ccccc3F)CC2=O)c1 (configuration not stated),3%,-5%,-36,·,·,·,·
COc1ccc(OC)c(C2/C(=C(\O)c3ccc4c(c3)OCCO4)C(=O)C(=O)N2CC2CCCO2)c1 (configuration not stated),4%,1%,-11,8%,23%,-7%,-8%
COc1cc(-c2nc(CN3CCCN(C(=O)c4ccco4)CC3)c(C)o2)ccc1F,3%,0%,41,2%,?,91%[activator],0%
C=C1CCN([C@@H](Cc2ccccc2)C(=O)Nc2ccc(OC)cc2)S(=O)(=O)c2ccccc21,·,3%,-37,-13%,?,·,·
CC1=C(C(=O)OCC2CCCO2)C(c2ccc(Cl)cc2)NC(=O)N1 (configuration not stated),5%,-1%,73,-11%,8%,-15%,5%
NS(=O)(=O)c1cccc2c1c([N+](=O)[O-])cc1nc(O)c(O)nc12,?,-7%,42,-7%,5%,-24%,·
COC(=O)c1c(-c2ccccc2)csc1NC(=O)CSc1ncnc2sc(C)c(C)c12,-7%,-4%,?,1%,-10%,-4%,-1%
CCC(C)OC(=O)C1=C(C)NC2=C(C(=O)C(C(=O)OC)C(C)C2)C1c1ccc(N(C)C)cc1 (configuration not stated),2%,-21%,29,-18%,?,175%[activator],1%
COc1cccc(-c2cc(C(=O)Nc3c(C)nn(Cc4ccccc4C)c3C)no2)c1,2%,-1%,-17,-4%,?,37%,6%
CCc1cc2c(s1)N(CC(=O)OC)C(=O)CN=C2c1ccccc1OC,3%,-6%,-7,5%,-1%,30%,-1%
O=c1c2c3c(sc2n(Cc2cc(=O)n4ccccc4n2)c(=O)n1-c1ccc(Cl)cc1)CCC3,29%,-9%,18,·,·,·,·
O=C(NCc1cccs1)c1ccc2sc(C3=C[C@@H](O)[C@@H](O)[C@@H](CO)O3)nc2c1,·,-4%,15,-2%,·,·,·
COc1ccc(NC(=O)CSc2ccc3c(c2)OCCO3)cc1OC,-12%,0%,11,-5%,?,-11%,-3%
COc1ccccc1OCC(=O)NCC(c1ccc(Cl)cc1)N1CCOCC1 (configuration not stated),-3%,-2%,-13,·,·,·,·
CCOc1ccc(C)cc1S(=O)(=O)n1ccnc1,1%,0%,-12,-4%,1%,6%,8%
CCN(CC)CCN1C(=O)C2C(C(=O)Nc3ccc(Br)cc3)C3C=CC2(O3)C1C(=O)NC1CCCCC1 (configuration not stated),-14%,-4%,8,0%,-17%,10%,4%
Cc1ccc(Cl)cc1NC(=O)N(Cc1ccc2c(c1)OCO2)C1CCN(Cc2ccccc2)CC1,-2%,0%,?,·,·,·,·
O=C(Nc1c(Cl)cc(Cl)cc1-c1nc2ccccc2s1)c1ccc(Br)o1,?,-8%,12,8%,?,?,8%
O=C(NCCSc1c(-c2ccccc2)[nH]c2ccccc12)c1cc2ccccc2oc1=O,-4%,-11%,-8,?,2%[8.37 µM],-43%,4%
Cc1cc(C)c2nc(-c3ccccn3)cc(C(=O)Nc3ccc(S(=O)(=O)Nc4cc(C)on4)cc3)c2c1,?,-23%,14,-4%,12%,-26%,3%
CNC(=O)c1ccc(NC(=O)C2CCN(c3ncnc4sc(C)c(C)c34)CC2)cc1,3%,-7%,?,15%,-21%,-15%,-7%

Source: PubChem BioAssay (National Center for Advancing Translational Sciences (NCATS))
